PI4K2A inh = inhibitors of human PI4K2A; Q9BTU6; purified PI4K2A, ADP-Glo luminescence, 1 h; stronger effect = lower value; activity change, negative = inhibition, % at 76.9 µM; 420,000 tested, 0.13% active; in the data active means activity change below about -50%; inconclusive means mostly about -30% to -49%;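 further: -100% = wells without enzyme as full effect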
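ADP-Glo luminescence measured ADP generated by PI4K2A enzyme (4 ug/mL before mixing) with 1.2 mM PI substrate (pre-mix) and 300 microM ATP (pre-mix). Tris pH7.5 buffer with MgCl2, Triton X-100; 1 h reaction at ambient temperature.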
TrxR1 substrate = is turned over as a substrate by rat TrxR1; Potency, µM (titrated, usually from 114 µM), for inactives: at the top dose activity change, negative = substrate turnover; AID 588456; O89049; purified TrxR1 substrate turnover, NADPH consumption readout; 390,000 tested, 0.01% active; further: potency means the concentration at half of the fitted maximal effect; on the % scale 0 is the no-effect control and ±100 the full control effect; nearly all actives have a fitted effect of over 50% in size
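Rat TrxR1, dispensed at 90 nM, was prereduced with 400 uM NADPH (final) for 5 min at ~22 deg C, then incubated with compound 15 min before 400 uM selenite. A first-read NADPH fluorescence drop versus no-compound background flagged substrates.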
mIDH1 inhibitor = human IDH1 R132H inhibition; Potency, µM (series often up to 76.6 µM), inactives show top-dose activity change, negative = inhibition, hits mostly inhibitors; AID 602179; 390,000 tested, 0.093% active; IDH1-R132H enzyme, NADPH consumption, diaphorase/resazurin fluorescence; further: potency means the concentration at half of the fitted maximal effect; on the % scale 0 is the no-effect control and ±100 the full control effect; nearly all actives have a fitted effect of over 65% in size
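IDH1-R132H (0.5 ug/mL dispensed) in pH 7.5 Tris buffer was preincubated 30 min with compound, then given a substrate mix of 0.016 mM NADPH and 2 mM alpha-KG for 80 min at room temperature; remaining NADPH was read by diaphorase/resazurin fluorescence.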
D2 ag = activates the human D2 dopamine receptor; P14416; HEK293 T-REx D2 cells, calcium flux agonist mode; activation, % at 2 µM; 340,000 tested, 0.53% active; AID 485358;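 active means activation over 3 SD above normal in the single-dose calcium agonist read, cut at about 30% in these data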; further: 0% is about no effect
Target sequence (P14416 whole entry, looked up): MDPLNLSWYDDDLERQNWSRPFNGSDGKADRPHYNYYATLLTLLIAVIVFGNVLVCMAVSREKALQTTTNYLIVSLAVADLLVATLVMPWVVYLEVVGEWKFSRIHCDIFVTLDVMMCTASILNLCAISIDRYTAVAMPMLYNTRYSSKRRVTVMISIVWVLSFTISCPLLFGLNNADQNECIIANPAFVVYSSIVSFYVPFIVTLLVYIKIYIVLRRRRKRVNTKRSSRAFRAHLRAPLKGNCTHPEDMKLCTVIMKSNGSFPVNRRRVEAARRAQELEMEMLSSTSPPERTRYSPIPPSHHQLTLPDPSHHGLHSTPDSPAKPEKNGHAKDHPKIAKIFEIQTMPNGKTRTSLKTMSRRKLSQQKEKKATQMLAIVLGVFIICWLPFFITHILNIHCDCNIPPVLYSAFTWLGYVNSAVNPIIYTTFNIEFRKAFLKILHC
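Tetracycline-induced HEK293 Trex cells with D2 receptor force-coupled to calcium signaling, plated overnight at 30 C and loaded with no-wash calcium dye. Calcium flux read kinetically for 180 s after compound addition; responses flag agonists.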
USP1-UAF1 inh = USP1/UAF1 (human) deubiquitinase inhibition | O94782 | recombinant USP1/UAF1, Ub-Rhodamine cleavage fluorescence | Potency, µM (doses to about 57.1 µM), without a hit: at the highest dose activity change, negative = inhibition, usual class: inhibitors | 390,000 tested, 0.23% active | AID 743255; further: potency means the concentration at half of the fitted maximal effect; on the % scale 0 is the no-effect control and ±100 the full control effect; nearly all actives have a fitted effect of over 60% in size; inactives centre near -12
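High-throughput fluorogenic screen: 1nM USP1/UAF1 complex, Ub-Rho substrate 150nM final, 50mM HEPES pH 7.8 with 0.5mM EDTA, 0.1 mg/ml BSA, 1mM TCEP and 0.01% Tween-20.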
TRHR ag = agonists of human TRH receptor | TRHR cells, calcium flux fluo-8, FDSS agonist mode | P34981 | AID 493084 | activation, % at 2 µM | 360,000 tested, 0.18% active; in the data active means activation above about 30%; further: 0% is about no effect
Target sequence (P34981 whole entry, looked up): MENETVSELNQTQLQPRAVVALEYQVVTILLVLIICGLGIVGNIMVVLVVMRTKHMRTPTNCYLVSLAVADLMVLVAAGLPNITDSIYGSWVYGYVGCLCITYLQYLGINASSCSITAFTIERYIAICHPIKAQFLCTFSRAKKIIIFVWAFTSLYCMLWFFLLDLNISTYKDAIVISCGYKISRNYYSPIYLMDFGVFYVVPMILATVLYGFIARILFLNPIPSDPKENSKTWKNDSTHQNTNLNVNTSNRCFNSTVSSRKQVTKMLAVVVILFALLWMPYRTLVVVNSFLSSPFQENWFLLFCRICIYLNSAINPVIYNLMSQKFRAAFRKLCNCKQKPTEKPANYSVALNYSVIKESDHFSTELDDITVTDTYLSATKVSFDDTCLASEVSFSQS
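In this calcium-flux screen, cells bearing human TRHR are dye-loaded with fluo-8, baselined for 10 cycles, then exposed to library compounds; positive kinetic calcium responses during the agonist phase mark hits, with TRH as control.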
TRHR PAM = allosteric enhancers of human TRH receptor. enhancement, % at 2 µM. 360,000 tested, 0.66% active. TRHR cells, fluo-8 calcium fluorescence, EC20 TRH enhancement. AID 493056. P34981; in the data active means enhancement above about 30%; further: 0% is about no effect
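Enhancer read-out: after compound pinning and an initial kinetic agonist-mode read, an EC20 of TRH (10 nM final) was injected and fluo-8 calcium signal (Ex 480/Em 530) followed at 1 s/cycle for 100 cycles in TRHR-expressing cells.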
D2 antagonist = D2 dopamine receptor (human) antagonism; HEK293 TREx D2 cells, calcium flux, dopamine EC80; P14416; AID 485344; 340,000 tested, 2% active; inhibition, % at 10 µM; in the data active means inhibition above about 30%; further: 0% is about no effect
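HEK293 T-REx D2 cells, tet-induced, calcium dye no-wash. Cpd pintool add, 180 s kinetic, then EC80 DA, 180 s kinetic. Ca flux read.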
rTrxR1 inhibitor = inhibitors of rat thioredoxin reductase 1; O89049; recombinant rTrxR1, NADPH fluorescence consumption, selenite substrate; Potency, µM (doses to about 114 µM), inactives show at the highest dose activity change, negative = inhibition, most hits filed as inhibitors; 390,000 tested, 1% active; AID 588453; further: potency means the concentration at half of the fitted maximal effect; on the % scale 0 is the no-effect control and ±100 the full control effect; nearly all actives have a fitted effect of over 65% in size
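Rat TrxR1 (90 nM in the dispensed reagent) was pre-reduced with 400 uM NADPH for 5 min at room temperature, then incubated with compound for 15 min. After 400 uM selenite was added, NADPH fluorescence (Ex 340/Em 450 nm) was followed for 8 min.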
Active calls of the source: *; ? = inconclusive; . = not tested or not shown; [ ] = remark or other dose. Unless noted, the call rests on the fitted dose curve; in most records, active means well fitted inhibition curve with a large enough effect; inconclusive means small, poorly fitted or top-dose-only effect; inactive means no such curve, though single readings can be large or run the other way.

SMILES | PI4K2A inh | TrxR1 substrate | mIDH1 inhibitor | D2 ag | USP1-UAF1 inh | TRHR ag | TRHR PAM | D2 antagonist | rTrxR1 inhibitor
O=C(COC(=O)c1cccc(S(=O)(=O)N2CCOCC2)c1)Nc1ccc2c(c1)OCO2 | -4 | -2% | 5% | -0.2 | -15% | 0.9 | -1 | 10 | -3%
Cc1ccc(C2CC(c3ccccc3Cl)n3nc(N)nc3N2)cc1 (stereo unspecified) | 0 | 6%[57.1 µM] | -2% | 1.4 | -20% | 0.4 | 8 | 13 | 11%[57.1 µM]
COc1ccc(CC(=O)NCc2nc3cccnc3n2Cc2ccc(C)cc2)cc1OC | -1 | -1%[57.1 µM] | -7% | -0.8 | -3% | -0.4 | 2 | . | 16%[57.1 µM]
O=C(NNC(=O)c1cccs1)c1ccc(Cl)c(S(=O)(=O)N2CCCC2)c1 | 0 | -3% | 2% | . | -18% | . | . | . | -1%
N/C(=N\OC(=O)c1ccccc1)c1ccncc1 | 5 | 2%[57.1 µM] | 1% | 3.0 | -6% | -0.2 | -4 | -12 | 3%[57.1 µM]
O=C(c1ccc(Br)o1)N1CCN(c2ccccn2)CC1 | 3 | -5% | 12% | -2.0 | -8% | -2.3 | 0 | -8 | -14%
c1ccc(C2=Nn3c(nnc3-c3ccco3)SC2)cc1 | -2 | 1% | 0% | . | -21% | -0.8 | 5 | . | 15%
O=C(/C=C/c1ccccc1)NCCS(=O)(=O)N1CCN(c2ccc(F)cc2)CC1 | 2 | -12% | 2% | -0.3 | -8% | 0.1 | -4 | 8 | -6%
CCS(=O)(=O)N1Cc2ccccc2CC1C(=O)OCC(=O)Nc1ccc(C)cc1 (stereo unspecified) | -9 | 6% | 1% | 0.0 | -26% | -0.5 | -2 | 14 | 13%[57.1 µM]
COc1ccc(NC(=O)COC(=O)c2ccncc2)c(OC)c1 | -5 | -9% | -3% | 0.1 | -5% | -0.2 | 13 | 7 | -2%
Cc1c(Cl)cccc1NC(=O)C(C)n1nnc2sc3c(c2c1=O)CCCC3 (stereo unspecified) | 2 | 3% | . | 0.5 | -16% | -0.8 | 3 | . | 32%
NC(=O)COC(=O)c1cc(-c2cccs2)nn1-c1ccccc1 | 5 | -2% | 0% | 1.9 | -21% | 0.6 | 3 | -6 | 6%
Cc1ccc(C(C)C)c(OCc2ccc(C(=O)N/N=C/c3cccc(O)c3O)cc2)c1 | 5 | 5%[57.1 µM] | 3% | 0.8 | -23% | 0.5 | 3 | 12 | 28%[57.1 µM]
COc1ccc(NCc2ccc([N+](=O)[O-])s2)c(OC)c1 | -5 | -20% | 12% | -1.5 | ? | -0.5 | 3 | -11 | ?
Cc1ccc(S(=O)(=O)Nc2ccc3c(c2)OCCO3)c(C)c1NS(C)(=O)=O | 14 | -2% | -3% | 0.1 | -10% | 0.3 | -6 | -5 | 24%
CC1CCCC(NC(=O)COc2ncnc3ccccc23)C1C (stereo unspecified) | 4 | -16% | 4% | . | -1% | . | . | . | -17%
O=C(COC(=O)Cn1[nH]c(=O)c2ccccc2c1=O)Nc1ncc(Cl)cc1Cl | -2 | -11% | 2% | -0.1 | -2% | 0.5 | -3 | -25 | -14%
Cc1cc(C)nc(SCC(=O)NCc2ccco2)n1 | -1 | 5% | 4% | 0.1 | -14% | 0.6 | -5 | 1 | ?
O=C(CSc1cn(CCNC(=O)c2ccccc2)c2ccccc12)NCc1ccco1 | -2 | 6%[57.1 µM] | -2% | -1.2 | -14% | -0.2 | 1 | 28 | 15%[57.1 µM]
O=C(O)c1ccc(Cl)c(S(=O)(=O)N(Cc2ccccc2)c2ccc(Cl)cc2)c1 | 1 | 5% | -13% | 0.0 | -22% | -0.1 | 4 | -20 | 24%
COc1ccc(OC)c(CNC(=O)C2CCCN(c3nc4ccccc4o3)C2)c1 (stereo unspecified) | 1 | 12% | 4% | -0.8 | -4% | -1.0 | 6 | -3 | 25%
COCC(C)N1CCC(Oc2ccc(C(=O)NCc3ccccn3)cc2)CC1 (stereo unspecified) | 1 | -18% | 3% | 0.3 | -2% | 0.7 | 1 | -9 | -24%
COc1ccc(NC(=O)c2cc(-c3ccco3)nc3ccccc23)cn1 | ? | 12% | 0% | 0.5 | -14% | 0.0 | 17 | 7 | 18µM*
O=C(CN(CC1CCCO1)C(=O)CNS(=O)(=O)c1ccc(Cl)cc1)NC1CCCCC1 (stereo unspecified) | 2 | -7%[57.1 µM] | 4% | -0.5 | -12% | -0.3 | 5 | -19 | 16%[57.1 µM]
CN1CCc2c(sc(NC(=O)C3CCN(S(=O)(=O)c4cccs4)CC3)c2C(N)=O)C1 | -6 | 7% | 3% | 18 | -19% | 1.7 | -3 | -6 | 12%

The last five records of the part before lead into the next:
Compound	PI4K2A inh	TrxR1 substrate	mIDH1 inhibitor	D2 ag	USP1-UAF1 inh	TRHR ag	TRHR PAM	D2 antagonist	rTrxR1 inhibitor
COc1ccc(OC)c(CNC(=O)C2CCCN(c3nc4ccccc4o3)C2)c1 (stereo unspecified)	1	12%	4%	-0.8	-4%	-1.0	6	-3	25%
COCC(C)N1CCC(Oc2ccc(C(=O)NCc3ccccn3)cc2)CC1 (stereo unspecified)	1	-18%	3%	0.3	-2%	0.7	1	-9	-24%
COc1ccc(NC(=O)c2cc(-c3ccco3)nc3ccccc23)cn1	?	12%	0%	0.5	-14%	0.0	17	7	18µM*
O=C(CN(CC1CCCO1)C(=O)CNS(=O)(=O)c1ccc(Cl)cc1)NC1CCCCC1 (stereo unspecified)	2	-7%[57.1 µM]	4%	-0.5	-12%	-0.3	5	-19	16%[57.1 µM]
CN1CCc2c(sc(NC(=O)C3CCN(S(=O)(=O)c4cccs4)CC3)c2C(N)=O)C1	-6	7%	3%	18	-19%	1.7	-3	-6	12%
Cn1cccc1/C=N/n1c(-c2ccccc2)n[nH]c1=S	3	-14%	2%	1.1	-6%	0.7	-6	8	?
COc1ccc(NC(=O)NCC(C)CSc2ccc(C)cc2)c(OC)c1 (stereo unspecified)	-7	-8%	-3%	-3.6	-1%	-0.3	0	-24	15%
CCN(CC)S(=O)(=O)c1ccc(NCc2ccccn2)nc1	-3	7%	1%	0.8	-14%	0.2	-3	20	15%
CCOC(=O)[C@H]1[C@H]2COc3ccc(Br)cc3[C@@H]2N2C(=O)c3cc(F)c(F)cc3NC(=O)[C@@]12C	1	9%[57.1 µM]	-12%	-0.1	9%	0.2	1	-3	30%[57.1 µM]
CCOc1cc(/C=N\NC(=O)c2ccc(NC(=O)C(C)(C)C)cc2)ccc1OC(=O)c1cccc(C)c1	3	1%	-5%	-1.1	-19%	1.1	9	-3	6%
Cc1cc(C)c2c(N)c(C(=O)NN3CC(=O)N(c4cccc(Cl)c4)CC3=O)sc2n1	0	25%[57.1 µM]	6%	-0.5	-15%	0.3	6	9	13%[57.1 µM]
CC(C)Oc1ccc(C(=O)NCCNC(=O)c2ccco2)cc1	-3	-3%	0%	0.4	-20%	-0.9	2	-1	-6%
Cc1ccc(NC(=O)c2cnccn2)c(C)c1	-1	1%	0%	.	-25%	-0.2	2	.	-1%
O=C(CSc1nc(=O)n2ccccc2n1)Nc1ccc2c(c1)OCO2	2	-12%[57.1 µM]	-3%	0.0	-9%	0.1	7	-20	-16%[57.1 µM]
Cc1ccc(S(=O)(=O)N(C)C)cc1NC(=O)c1ccc(OC(F)(F)F)cc1	-4	9%[57.1 µM]	7%	-1.3	-10%	0.1	-6	5	33%
CCN(c1ccccc1)S(=O)(=O)c1ccc(C(=O)Nc2ncccc2C)cc1	1	-11%	1%	0.0	0%	-0.5	-9	-30	-11%
O=C(COC(=O)c1ccc(O)cc1)NCCCc1ccccc1	2	-7%[57.1 µM]	15%	1.1	-10%	-0.3	5	2	30%[57.1 µM]
Cc1cccc(C)c1NC(=O)Cn1c(=O)cc(C)c2c(C)nn(-c3cccc(Cl)c3C)c21	0	2%[57.1 µM]	-7%	-1.0	-19%	0.2	1	.	23%[57.1 µM]
O=S(=O)(c1ccc2nc(Cc3cccc(C(F)(F)F)c3)[nH]c2c1)N1CCOCC1	-2	5%	-1%	-0.1	-18%	0.3	3	-10	14%
COc1ccc(O)c(-c2nc(N)nc(N)n2)c1	-24	-4%[57.1 µM]	1%	0.3	3%	-0.1	5	-11	-6%[57.1 µM]
Cc1oc(-c2ccccc2)nc1CS(=O)CC(=O)N1CCc2ccccc2C1 (stereo unspecified)	-6	3%	20%	-0.3	-14%	-0.1	1	12	20µM*
O=C(Nc1ccc(Cc2ccncc2)cc1)c1cccc([N+](=O)[O-])c1	6	0%	23%	-5.6	-12%	-0.3	-2	10	25%

Screening data as filed in PubChem.
